CHRM5 PAM – human M5 muscarinic receptor positive allosteric modulators, primary screen, CHO-K1 cells, Fluo-8 calcium fluorescence; activation, % at 3 µM; 0.3% of 360,000 active; Muscarinic acetylcholine receptor M5 (Homo sapiens), P08912; AID 624038, 2012; CHO-K1 hM5, ACh EC20 PAM; 0% = ACh EC20, 100% = ACh EC100;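 active = activation above the run cutoff, the mean activation of all test compounds plus 3 SD, cut at about 18% in these data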
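Measured by: Fluo-8 calcium fluorescence; material: human M5 receptor in CHO-K1 cells; schedule: Post-acetylcholine fluorescence recording 140 s; benchmarks: low control EC20 acetylcholine (0%), high control EC100 acetylcholine (100%); read-out: Max/basal fluorescence ratio as % of EC20–EC100 ACh window; compound: single dose, 3 µM nominal final test concentration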
M5 ag – human M5 muscarinic receptor agonists, primary screen, CHO-K1 cells, Fluo-8 calcium fluorescence. Muscarinic acetylcholine receptor M5 (Homo sapiens), P08912. AID 624037, 2012. CHO-K1 hM5 cells; 0% DMSO wells, 100% maximal acetylcholine response. 0.19% of 360,000 active. activation, % at 3 µM;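 active = activation above the run's mean over test compounds plus 3 SD, cut at about 23% in these data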;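 also: signal is peak over basal fluorescence ratio across the kinetic read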
M1 PAM – human M1 muscarinic receptor positive allosteric modulators, primary screen, CHO-K1 cells, Fluo-8 calcium fluorescence, 1536-well; Muscarinic acetylcholine receptor M1 (Homo sapiens), P11229; CHO-K1 hM1, ACh EC20; 0% = ACh EC20, 100% = maximal ACh; activation, % at 3 µM; 0.088% of 360,000 active; in the data active = activation above about 19%, passing the limit was not always enough
Target sequence (P11229 whole entry, looked up): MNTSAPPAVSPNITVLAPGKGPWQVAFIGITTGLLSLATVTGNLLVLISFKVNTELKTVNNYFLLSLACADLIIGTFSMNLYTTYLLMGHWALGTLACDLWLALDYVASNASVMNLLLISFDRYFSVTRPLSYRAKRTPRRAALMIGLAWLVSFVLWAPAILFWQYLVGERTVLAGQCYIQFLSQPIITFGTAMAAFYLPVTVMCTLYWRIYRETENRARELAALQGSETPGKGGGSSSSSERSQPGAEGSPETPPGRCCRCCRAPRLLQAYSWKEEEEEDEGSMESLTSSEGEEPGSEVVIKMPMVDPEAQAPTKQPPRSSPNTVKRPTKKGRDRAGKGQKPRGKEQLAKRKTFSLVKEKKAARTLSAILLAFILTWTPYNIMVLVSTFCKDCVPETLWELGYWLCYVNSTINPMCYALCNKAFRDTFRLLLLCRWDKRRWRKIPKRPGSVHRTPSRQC
CHRM1 agonist – human M1 muscarinic receptor agonists, primary screen, Fluo-8 calcium fluorescence, CHO-K1 cells, HTS; CHO-K1 hM1, agonist mode; 0% DMSO, 100% acetylcholine EC100; activation, % at 3 µM; 0.33% of 360,000 active; AID 588814, 2011;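 active = activation above the run's mean compound activation plus 3 SD, cut at about 16% in these data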;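 also: peak over basal fluorescence ratio within a 140 s kinetic read after compound addition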
TAAR1 agonist – human TAAR1 agonists, primary screen, Fluo-8 calcium fluorescence, CHO RD-HGA16 cells | vehicle wells 0%, saturating PEA agonist 100% | activation, % at 3 µM | 0.99% of 360,000 active | AID 624467, 2012;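 active = activation above the mean activation of all test compounds in the run plus 3 SD, cut at about 38% in these data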
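Repeats: no replicates (n 1) | Material: CHO-derived RD-HGA16 cells with stable Gα16 and human TAAR1 | Technique: Kinetic Fluo-8 calcium fluorescence | Schedule: 17-24 h seeding, 75 min 37 °C dye, 30 min RT | Evaluation: % activation from peak over basal fluorescence ratio, DMSO-to-PEA scaled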
M5 antag – human M5 muscarinic receptor antagonists, primary screen, CHO cells, Fluo-8 calcium fluorescence; Muscarinic acetylcholine receptor M5 (Homo sapiens), P08912; CHO-hM5 cells, ACh EC80; inhibition, % at 3 µM; 0.59% of 360,000 active; AID 624040, 2012;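 active = inhibition above a per-plate cutoff, the mean of that plate's test compounds plus 3 SD, cut at about 27% in these data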;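 also: 0% = acetylcholine EC80 with DMSO and 100% = DMSO without agonist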
M4 antag – human M4 muscarinic receptor antagonists, primary screen, CHO cells, Fluo-8 calcium fluorescence | Muscarinic acetylcholine receptor M4 (Homo sapiens), P08173 | CHO-hM4 cells, ACh EC80 | inhibition, % at 3 µM | 0.73% of 360,000 active | AID 624125, 2012;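 active = inhibition above its plate's cutoff, the mean inhibition of sample wells plus 3 SD, cut at about 27% in these data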;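 also: 0% = acetylcholine EC80 with DMSO and 100% = DMSO without agonist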
Target sequence (P08173 whole entry, looked up): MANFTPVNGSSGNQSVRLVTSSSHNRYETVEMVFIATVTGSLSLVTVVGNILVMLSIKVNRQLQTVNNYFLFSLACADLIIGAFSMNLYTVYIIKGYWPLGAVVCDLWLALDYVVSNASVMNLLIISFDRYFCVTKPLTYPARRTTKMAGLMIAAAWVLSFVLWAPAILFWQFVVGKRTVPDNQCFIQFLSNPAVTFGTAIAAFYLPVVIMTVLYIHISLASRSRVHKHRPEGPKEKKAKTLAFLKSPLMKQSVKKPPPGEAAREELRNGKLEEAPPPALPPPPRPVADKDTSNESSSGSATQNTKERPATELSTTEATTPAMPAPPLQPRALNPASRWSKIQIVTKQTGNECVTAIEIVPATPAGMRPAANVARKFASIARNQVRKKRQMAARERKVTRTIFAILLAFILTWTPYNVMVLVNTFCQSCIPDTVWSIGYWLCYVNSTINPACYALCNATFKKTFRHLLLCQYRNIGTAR
CHRM4 agonist – human M4 muscarinic receptor agonists, primary screen, CHO-K1 cells, Fluo-8 calcium fluorescence; 0.14% of 360,000 active; CHO-K1 hM4/Gqi5; vehicle 0%, full acetylcholine response 100%; Muscarinic acetylcholine receptor M4 (Homo sapiens), P08173; activation, % at 3 µM;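 active = activation above the run mean over all test wells plus 3 SD, cut at about 32% in these data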;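 also: peak over basal fluorescence ratio per well then scaled between controls; 0% = DMSO wells and 100% = acetylcholine at EC100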
CHRM1 antagonist – human M1 muscarinic receptor antagonists, primary screen, CHO-K1 cells, Fluo-8 calcium fluorescence, 1536-well; Muscarinic acetylcholine receptor M1 (Homo sapiens), P11229; CHO-K1 hM1, ACh EC80 antagonist; inhibition, % at 3 µM; 1.3% of 360,000 active; AID 588852, 2011;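 active = percent inhibition above its own plate's cutoff, namely the mean of that plate's compound wells plus 3 SD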;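 also: peak over basal fluorescence ratio during 140 s after agonist addition; 0% = ACh EC80 plus DMSO and 100% = DMSO alone without agonist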
Numbers without * were called inactive. A portion of the library (hit frequency here may not be typical).

SMILES	CHRM5 PAM	M5 ag	M1 PAM	CHRM1 agonist	TAAR1 agonist	M5 antag	M4 antag	CHRM4 agonist	CHRM1 antagonist
C=CCN(C(=O)Nc1ccc(F)cc1)C1CC(=O)N(c2ccc(OC)cc2)C1=O (stereo not drawn)	-7	-2	3	-2	5	2	-9	2	-6
COc1ccc(-c2cc3cc(OC)c(OC)cc3c(C)n2)cc1C	0	-1	13	-5	-4	5	-13	0	-13
COc1cccc(CNC(=O)N2CCN(S(=O)(=O)c3ccc(Cl)cc3)CC2)c1	3	0	18	8	2	0	-2	6	-6
S=c1[nH]nc(Cc2cccs2)n1-c1ccccc1Cl	4	-8	0	-9	2	-7	-9	1	-2
Cc1cc(C(=O)OCC(=O)N2CCOCC2)ccc1[N+](=O)[O-]	10	2	0	-1	4	5	-10	0	0
COc1ccccc1NC(=O)Cn1nc(-c2ccncc2)nc1SCC(=O)NC1CCCC1	3	0	3	-4	2	7	1	0	6
CCOc1ccccc1NC(=O)C1CCN(c2nc(-c3ccc(OC)cc3)no2)CC1	2	1	-3	-5	1	3	-4	0	-4
O=C(Cn1c(=O)n(CCc2c[nH]c3ccccc23)c(=O)c2cccnc21)Nc1ccccc1F	-11	5	0	5	12	12	7	12	5
O=C(OCN1C(=O)c2ccccc2C1=O)c1cccc(OC(F)F)c1	0	-2	17	-3	5	13	-5	0	-16
Cc1cccc(-n2c(=S)[nH]c3nc4c(cc3c2=O)COC(C)(C)C4)c1	5	1	12	-4	0	6	5	1	-18
CCOCCCNC(=O)C(c1ccccc1)N(Cc1cccs1)C(=O)CNC(C)=O (stereo not drawn)	0	-1	6	-7	2	1	9	0	-12
CN(C)c1ccc(C(=O)Nc2nc3c(s2)CCCC3)cc1	-4	0	7	-3	0	-1	-3	2	-8
COc1ccc(CNC(=O)CSCc2cnn(-c3ccccc3)c2-n2cccc2)cc1	-1	-4	1	6	9	-3	10	0	2
COc1ccc2ccccc2c1CN(C)Cc1ccccc1	-4	-6	7	-8	-1	14	1	0	-7
COc1cc(OC)cc(C(=O)NCC(=O)N2CCCCC2)c1	-2	0	-1	0	4	6	5	0	18
COc1ccc([N+](=O)[O-])cc1NC(=O)c1ccc(Br)s1	-2	0	-1	-4	-1	8	8	1	0
CCC/C(=N\NC(=O)c1csc(C)c1C)c1cccs1	-4	-9	-8	-3	2	2	1	2	19
Cn1ccnc1Sc1ccccc1[N+](=O)[O-]	-1	-1	8	-2	5	7	6	4	-4
CCCCC(=O)Nc1nnc(C2=COCCO2)o1	6	2	6	0	0	8	-4	1	-8
CC(=C/c1ccccc1)/C=N/N1CCN(Cc2ccc(C)cc2)CC1	0	0	3	-1	0	4	1	0	1
COc1ccc2nc(NC(=O)CSc3n[nH]c(N)n3)sc2c1	-8	-2	-3	1	2	16	8	5	6
O=C(Cc1c(F)c(F)c(F)c(F)c1F)Nc1nc(-c2ccccc2)cs1	-2	-5	-6	-8	54*	6	6	4	5
O=C(CC1SC(N2CCOCC2)=NC1=O)Nc1cc([N+](=O)[O-])ccc1Cl (stereo not drawn)	1	4	12	1	2	5	-1	4	-16
NS(=O)(=O)c1ccc(C(=O)Nc2ccc(-c3nc4cccnc4s3)cc2)cc1	3	0	6	0	-2	-2	0	0	-23
CCCc1c(C(=O)N/N=C(\C)c2ccc3c(c2)OCO3)nnn1-c1nonc1N	-1	0	4	-4	1	4	6	1	-5
CC(=O)Oc1c(Cl)c(N2CCOCC2)c(OC(C)=O)c2ccccc12	-2	2	5	-4	13	-2	-5	3	-2
CCC(C(=O)NN1C(=O)c2ccccc2C1=O)c1ccccc1 (stereo not drawn)	6	1	3	-3	0	-3	-3	1	-7
O=c1[nH]c2ccccc2nc1/C=C/c1ccc(Cl)cc1	3	-4	8	-6	1	15	-7	1	-8
C[C@H](CO)N1C[C@H](C)[C@@H](CN(C)Cc2ccccc2)Oc2ccc(NC(=O)CCCCCC(=O)Nc3ccccc3N)cc2C1=O	-11	-4	0	-11	2	12	-1	2	-1
Cc1ccc(CSc2nnc3nc(C)cc(C)n23)cc1	-3	-1	1	-2	15	-5	-3	0	-2
COc1ccc(-c2nnnn2C(C)C)cc1	8	1	9	-1	1	-3	-6	0	-10
CCCn1c(=S)[nH]c2sc3c(c2c1=O)CCCC3	-1	-3	-8	-5	1	-1	12	0	10
CCc1ccc(CN2CCC(n3nccc3NC(=O)c3ccc4c(c3)OCO4)CC2)cc1	-1	-6	0	-2	5	12	3	5	-1
CCn1nc(NS(=O)(=O)c2ccc(F)cc2)c2cc3cccc(C)c3nc21	-3	-6	0	-2	-3	5	-7	0	-2
CCN(CC)C(=O)CSc1nc2[nH]ncc2c(=O)[nH]1	-2	-4	3	-5	3	1	-2	2	0
O=C(Cc1ccccc1F)Nc1ccc2c(c1)CCC2	5	-4	8	-8	-4	1	1	0	-8
OC1C2COC(O2)C2OC(c3ccccc3)OC12 (stereo not drawn)	-3	2	1	-1	0	-2	-7	1	-3
O=S(=O)(c1ccc(F)cc1)N1CCc2ccccc2C1	-9	-6	-2	-5	2	23	4	1	4
Oc1ccc(Nc2ncnc3scc(-c4ccccc4)c23)cc1	-6	-4	7	-8	-1	5	6	-2	2
CSc1nc2ccc(NC(=O)c3cc4ccccc4o3)cc2s1	-2	-3	3	-8	0	2	-5	1	-11
CCCCN1C(N)=NC[C@H]1Cc1ccc(O)cc1	-1	-8	-8	-5	-1	4	0	1	17
NC(=NC(=O)c1ccccc1)C1=C(O)CCC1=O	0	-1	10	4	3	-6	6	0	-7
CCOc1ccccc1OCCn1nc2ccccc2n1	4	3	11	-2	0	-1	3	2	-14
CC(C)(C)OC(=O)N[C@@H](Cc1ccccc1)C(=O)N1CCC(C(=O)O)CC1	3	7	7	-1	-2	-4	5	0	-4
COC(=O)c1ccc(NC(=O)Nc2ccc3c(c2)OCO3)cc1	-13	5	0	3	9	6	-2	18	3

13 entries from above, reformatted.
Order of values – CHRM5 PAM | M5 ag | M1 PAM | CHRM1 agonist | TAAR1 agonist | M5 antag | M4 antag | CHRM4 agonist | CHRM1 antagonist
CCc1ccc(CN2CCC(n3nccc3NC(=O)c3ccc4c(c3)OCO4)CC2)cc1
 : -1 | -6 | 0 | -2 | 5 | 12 | 3 | 5 | -1
CCn1nc(NS(=O)(=O)c2ccc(F)cc2)c2cc3cccc(C)c3nc21
 : -3 | -6 | 0 | -2 | -3 | 5 | -7 | 0 | -2
CCN(CC)C(=O)CSc1nc2[nH]ncc2c(=O)[nH]1
 : -2 | -4 | 3 | -5 | 3 | 1 | -2 | 2 | 0
O=C(Cc1ccccc1F)Nc1ccc2c(c1)CCC2
 : 5 | -4 | 8 | -8 | -4 | 1 | 1 | 0 | -8
OC1C2COC(O2)C2OC(c3ccccc3)OC12 (stereo not drawn)
 : -3 | 2 | 1 | -1 | 0 | -2 | -7 | 1 | -3
O=S(=O)(c1ccc(F)cc1)N1CCc2ccccc2C1
 : -9 | -6 | -2 | -5 | 2 | 23 | 4 | 1 | 4
Oc1ccc(Nc2ncnc3scc(-c4ccccc4)c23)cc1
 : -6 | -4 | 7 | -8 | -1 | 5 | 6 | -2 | 2
CSc1nc2ccc(NC(=O)c3cc4ccccc4o3)cc2s1
 : -2 | -3 | 3 | -8 | 0 | 2 | -5 | 1 | -11
CCCCN1C(N)=NC[C@H]1Cc1ccc(O)cc1
 : -1 | -8 | -8 | -5 | -1 | 4 | 0 | 1 | 17
NC(=NC(=O)c1ccccc1)C1=C(O)CCC1=O
 : 0 | -1 | 10 | 4 | 3 | -6 | 6 | 0 | -7
CCOc1ccccc1OCCn1nc2ccccc2n1
 : 4 | 3 | 11 | -2 | 0 | -1 | 3 | 2 | -14
CC(C)(C)OC(=O)N[C@@H](Cc1ccccc1)C(=O)N1CCC(C(=O)O)CC1
 : 3 | 7 | 7 | -1 | -2 | -4 | 5 | 0 | -4
COC(=O)c1ccc(NC(=O)Nc2ccc3c(c2)OCO3)cc1
 : -13 | 5 | 0 | 3 | 9 | 6 | -2 | 18 | 3

(continued)
SMILES	CHRM5 PAM	M5 ag	M1 PAM	CHRM1 agonist	TAAR1 agonist	M5 antag	M4 antag	CHRM4 agonist	CHRM1 antagonist
COc1ccc(S(=O)(=O)N2CCN(C/C=C/c3ccccc3)CC2)cc1F	-2	-1	16	-6	1	6	7	5	-3
CC1(C(=O)NS(=O)(=O)c2cccs2)CCN1C(=O)Cc1ccc(-c2ccccc2)cc1 (stereo not drawn)	-2	0	2	-3	0	2	1	0	-10
NS(=O)(=O)c1cccc(NC(=O)COC(=O)COc2ccc3ccccc3c2)c1	-1	-2	11	-3	1	7	-7	2	-12
COc1ccc(Cl)cc1NC(=O)COC(=O)CCNS(=O)(=O)c1cccs1	-1	2	0	-2	1	1	7	3	2
Cc1cc2cc(C#N)c(NCCNC(=S)NCCCN3CCOCC3)nc2cc1C	-3	-7	-1	-10	1	-1	-13	0	-8
Cc1sc2ncnc(N3CCN(c4ncccn4)CC3)c2c1C	-1	-2	-11	-2	9	-4	-10	10	27
Cc1[nH]c2ccccc2c1/C=N/Nc1nc2ccccc2[nH]1	4	-13	11	-6	4	5	5	4	-23
O=C(COC(=O)c1ccc(O)cc1)Nc1ccc(N2CCCCC2)cc1	1	-3	-2	-3	1	5	9	3	4
CCc1nc2ccc(C(=O)N(C)Cc3ccco3)cn2c1N(C)CCCc1ccccc1	-22	-1	-24	-7	0	9	8	6	29
CCN=C(N/N=C/c1ccc([N+](=O)[O-])cc1)SC	3	1	2	-5	6	1	9	1	5
CC(Nc1cc(N2CCN(S(=O)(=O)N(C)C)CC2)ccc1[N+](=O)[O-])c1ccccc1 (stereo not drawn)	2	-3	8	-12	7	0	0	1	3
CN(CC(=O)Nc1cccc(F)c1)C(=O)Cc1ccsc1	-5	1	13	-3	1	12	-5	1	-9
